Screening results: PubChem, several laboratories
5HT1E antag = 5-HT1E (human) receptor antagonism. P28566. CHO 5-HT1E Ga15 NFAT-bla reporter, FRET, antagonist. inhibition, % at 6 µM. 0.99% of 65,000 active;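 active = inhibition above a set limit, the mean inhibition across every tested compound plus 3 SD, cut at about 29% in these data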;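 note: signal is the 460 over 535 nm emission ratio of beta-lactamase substrate; 0% = agonist plus DMSO wells and 100% = wells without agonist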
Target sequence (P28566 whole entry, looked up): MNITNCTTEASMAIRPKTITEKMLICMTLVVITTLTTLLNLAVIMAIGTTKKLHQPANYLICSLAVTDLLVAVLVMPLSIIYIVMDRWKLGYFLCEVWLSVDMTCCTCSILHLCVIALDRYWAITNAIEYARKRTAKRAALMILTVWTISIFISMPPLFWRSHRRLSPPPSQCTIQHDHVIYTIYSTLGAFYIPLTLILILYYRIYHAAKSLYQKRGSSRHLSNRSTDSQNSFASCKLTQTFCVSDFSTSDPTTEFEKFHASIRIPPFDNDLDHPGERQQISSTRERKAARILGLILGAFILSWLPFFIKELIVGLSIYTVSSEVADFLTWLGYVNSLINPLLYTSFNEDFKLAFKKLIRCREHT
Jurkat tox 60K = cytotoxicity toward Jurkat cells; Jurkat E6.1 viability, ATP luminescence, 48 h; inhibition, % at 4 µM; 1.2% of 56,000 active;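 active = inhibition above the mean inhibition of all tested compounds plus 3 SD, cut at about 28% in these data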
HTR1A agonist = 5-HT1a (human) receptor agonism. activation, % at 10 µM. AID 567. CHO 5-HT1a Ga15 NFAT-bla reporter, FRET ratio; 0% basal, 100% maximal reference agonist. P08908. 0.56% of 65,000 active;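 active = activation above the screen-wide mean activation plus 3 SD, cut at about 19% in these data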;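 note: 0% = DMSO wells and 100% = 5-CT at EC100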
Target sequence (P08908 whole entry, looked up): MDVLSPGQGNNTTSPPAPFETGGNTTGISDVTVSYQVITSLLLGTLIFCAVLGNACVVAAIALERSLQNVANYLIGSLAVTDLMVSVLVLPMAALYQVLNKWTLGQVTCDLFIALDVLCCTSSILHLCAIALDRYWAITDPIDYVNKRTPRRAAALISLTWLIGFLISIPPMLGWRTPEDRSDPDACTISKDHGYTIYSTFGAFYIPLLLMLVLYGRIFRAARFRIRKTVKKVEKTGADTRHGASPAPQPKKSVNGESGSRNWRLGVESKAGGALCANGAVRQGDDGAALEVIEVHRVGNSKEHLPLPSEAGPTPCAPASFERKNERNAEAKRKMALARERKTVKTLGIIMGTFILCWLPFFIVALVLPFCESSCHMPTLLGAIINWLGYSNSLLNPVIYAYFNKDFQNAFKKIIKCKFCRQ
HEK293 NFkB inh = inhibitors of the PMA/ionomycin-induced NF-kB reporter in HEK293 cells | HEK-293 NF-kB luciferase reporter, luminescence | 0.21% of 62,000 active | inhibition, % at 3 µM;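 active = inhibition above the mean of all tested compounds plus 3 SD, cut at about 40% in these data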;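 note: 0% = stimulated DMSO wells and 100% = 10 µM reference inhibitor 5653914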
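Signal: luciferase luminescence; Material: HEK-293 cells with stable firefly luciferase reporter driven by four HIV NF-kB elements; Probe or stimulus: PMA with ionomycin; Replication: tested once; Times: 1 h compound pretreatment, then 16 h stimulation at 37 °C, 5% CO2; Benchmarks: DMSO and 10 µM reference inhibitor; Evaluation: per-plate % inhibition versus controls.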
5HT1a antag = blocks the human serotonin 5-HT1a receptor; 0.68% of 62,000 active; CHO 5-HT1a Ga15 NFAT-bla reporter, antagonist mode; inhibition, % at 10 µM; P08908;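 active = inhibition above the mean of all tested compounds plus 3 SD, cut at about 43% in these data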;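 note: receptor stimulated by 5-CT agonist at 100 nM near EC80; beta-lactamase reporter measured by ratiometric fluorescence of a cleavable substrate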
5HT1E ag = agonists of human 5-HT1E serotonin receptor. activation, % at 6 µM. 0.69% of 65,000 active. CHO 5-HT1E Ga15 NFAT-bla reporter, FRET; 0% DMSO wells, 100% control agonist wells. P28566. AID 574;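 active = activation above a set limit, the screen-wide mean activation plus 3 SD, cut at about 8.5% in these data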;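 note: 100% = positive control agonist at 1 µM giving full maximal response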
S1P3 ag = agonists of human S1P3 receptor | Q99500 | S1P3 NFAT-BLA reporter cells, agonism, FRET ratio; relative to 1 µM S1P, basal subtracted | activation, % at 4.5 µM | 0.1% of 60,000 active;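 active = activation above the screen-wide mean plus 3 SD, cut at about 4.5% in these data, passing the limit was not always enough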; note: some compounds called inactive have numbers as strong as hits
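Measure – % activation relative to 1 µM S1P (100%), per plate · System – stable CHO line with human S1P3, Gα16, NFAT-BLA reporter · Timing – cells plated overnight, compound 4 h 37 °C, substrate 2 h RT · Technique – fluorescent BLA substrate, ex 405 nm, em 460/535 nm ratio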
D1 allo mod = allosterically modulates the human D1 dopamine receptor. P21728. HEK293 D1, CRE-luciferase, dopamine EC30 potentiation; actives deviate in either direction. AID 641. 5.9% of 58,000 active. B-score at 10 µM;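 active = luminescence count or its row- and column-corrected plate score outside the 99.7% band of the plate's sample wells, on either side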
S1P1 ag-PAM = S1P1 (human) agonism or agonism potentiation | P21453 | S1P1 CRE-bla cells, forskolin, beta-lactamase FRET, potentiator mode; S1P1 agonist co-added at EC20, 2 nM; 100% = saturating reference agonist, 0% = basal | activation, % at 9.5 µM | 0.57% of 56,000 active | AID 449;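 active = activation above a cutoff set at the mean activation of all tested compounds plus 3 SD, cut at about 54% in these data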;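 note: forskolin at 4 µM as EC80 and the EC20 agonist is SEW2871; 100% = SEW2871 at its EC100 plus forskolin at EC80; some compounds past the cut are filed as inactive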
* hit, by the source's call; . = no result given. Hits appear at their usual frequency; 8.3% or so of the library scored in one or more.

SMILES	5HT1E antag	Jurkat tox 60K	HTR1A agonist	HEK293 NFkB inh	5HT1a antag	5HT1E ag	S1P3 ag	D1 allo mod	S1P1 ag-PAM
CCOC(=O)Nc1ccc2c(c1)N(C(=O)N1CCN(C)CC1)c1ccccc1S2	13	1	2.2	19	10	0.5	0.8	0.0077	-15
COC(=O)c1cc(=O)[nH]c(SCc2cccc(C)c2)n1	-1	0	-0.1	4	-7	0.4	0.0	-0.92	1
CC(=O)Nc1nc(C)nc(C)c1C(C)=O	2	2	-0.7	10	-10	0.1	-0.1	.	0
CCOc1cc2[nH]c(=O)n(CC3CCC(C(=O)NCCC(C)C)CC3)c(=O)c2cc1OCC (stereo not drawn)	-4	4	-1.1	8	-8	-0.3	0.1	0.47	-14
CCCCc1nc2n[nH]c(N)c2c2c1CCC2	5	-5	0.9	18	-4	0.1	-1.8	7.9*	-10
NC(=O)C1CCN(C(=O)N2c3ccccc3Sc3ccccc32)CC1	5	-1	-3.8	12	16	1.4	-0.6	-1.5	6
CCCOc1ccc(N2CC(C(=O)Nc3ncccc3C)CC2=O)cc1 (stereo not drawn)	-7	-5	-0.5	15	-17	0.1	-1.2	0.064	-32
COc1ccc(OC)c(C2C(C(C)=O)=C(O)C(=O)N2c2ccc(F)cc2)c1 (stereo not drawn)	16	-2	-0.5	-6	-17	0.6	-1.3	-1.7	14
O=C(c1cccc(S(=O)(=O)NCCOc2ccccc2)c1)N1CCN(c2ncccn2)CC1	-3	8	-2.5	20	-22	0.7	-0.8	0.5	-2
CC(=O)Oc1ccccc1C(=O)Oc1ccc(/C=N/n2cnnc2)cc1	8	2	-1.9	11	42	-0.6	-0.2	-3.3*	44
Cc1cc2nnc(SCC(=O)NCc3ccco3)n2c2ccccc12	8	84*	-1.0	28	-5	-0.6	-0.3	0.74	17
COc1ccc(CCC(=O)Nc2nc3c(s2)CN(C)CC3)cc1OC	9	5	0.0	17	-1	-0.1	-0.3	0.0064	6
NC1=NC(c2ccc(Br)cc2)n2c(nc3ccccc32)N1 (stereo not drawn)	6	1	0.7	11	7	0.1	-0.2	10*	6
COc1ccccc1NC(=O)c1ccc(S(=O)(=O)N2CCOCC2)cc1	-5	-1	0.1	8	1	0.0	-0.9	.	5
COCC(C)NCc1ccccc1C (stereo not drawn)	-4	-2	0.0	25	-18	0.5	-1.1	-0.017	-6
O=C(CCNS(=O)(=O)c1cccc2nonc12)NCCc1ccc(Cl)cc1	4	.	-1.4	6	5	0.5	.	0.044	.
CCSC(=Nc1ccccc1)C1=C(O)COC1=O	-2	-6	-2.9	-4	-5	0.3	0.2	-0.21	-17
COc1ccc(-c2noc(C3CCCN(C(=O)c4ccccc4OC)C3)n2)cc1OC (stereo not drawn)	-6	-3	0.3	14	7	0.8	-0.9	2	-8
COc1ccc(OC)c(CCNC(=O)CS(=O)(=O)Cc2nc(-c3ccccc3C)oc2C)c1	2	2	-3.7	5	12	-0.9	0.1	1.3	17
O=C1Nc2ccc(S(=O)(=O)NCc3ccccn3)c3cccc1c23	0	0	1.5	15	2	0.9	-0.3	0.0056	.
Cn1c(=O)n(CCCOc2ccc(Cl)cc2)c2ccccc21	-6	9	0.8	11	-6	-0.6	0.0	-0.84	.
Cc1ccc(CCNC(=O)Cn2cccc2)cc1	3	-1	-2.3	-2	-4	-0.7	-2.1	-0.76	2
COC(=O)C1CCN(C(c2ccc(OC)c(OC)c2)c2sc3nc(C)nn3c2O)CC1 (stereo not drawn)	17	9	-2.6	26	6	0.0	-1.1	-0.29	10
COc1cccc(OCCOCCNCCO)c1	2	-4	42*	16	0	-0.1	-0.6	-0.2	-13
C/C(=C1/SC(N2CC(C)OC(C)C2)=NC1=O)c1ccccc1 (stereo not drawn)	15	8	-3.1	9	1	-1.8	-0.7	2.4	.
Nc1nc2n(n1)C(c1cccs1)CC(c1ccccc1)N2 (stereo not drawn)	-4	-1	-3.1	20	20	-1.1	-0.7	14*	-1
CCS(=O)(=O)N1CCCC(c2nc(-c3cccc(OC)c3)no2)C1 (stereo not drawn)	0	8	-0.9	4	-8	-0.1	-0.6	0.022	6
O=C(COc1ccccc1)Nc1cccc2nsnc12	3	5	-5.7	4	12	0.5	-1.5	3.5	21
O=C(NCC1CCCO1)c1cc(-c2ccco2)nc2ccccc12 (stereo not drawn)	12	-8	-2.0	-5	-3	0.1	-1.4	.	-13
CCOC(=O)C1CCN(C(=O)CN(c2cc(OC)ccc2OC)S(=O)(=O)c2ccccc2)CC1	-3	-1	0.1	14	2	0.3	-0.3	-0.63	-7
Nc1cc(N)nc(SCc2cc(=O)oc3cc4c(cc23)CCC4)n1	12	7	-1.0	20	5	0.9	-0.4	.	1
Oc1cccc(C(=S)N2CCN(Cc3ccccc3)CC2)c1	7	0	-0.5	26	-8	-0.7	-0.9	0.5	11
O=C1CC(c2cccc(Cl)c2)Cc2nc(N3CCOCC3)ncc21 (stereo not drawn)	16	-3	-1.9	6	14	-0.7	-0.3	0.056	-2
O=C(CSC1=NC(=O)C(Cc2ccccc2)C(=O)N1)Nc1ncccn1 (stereo not drawn)	-4	-9	-1.2	7	4	0.0	-0.2	0.44	-12
COc1ccc(C(=O)C2CCCCC2=O)cc1 (stereo not drawn)	5	.	-1.1	.	.	-0.4	-1.1	.	0
CCNC(=O)N1c2ccc(OCC)cc2C(C)=CC1(C)C	3	4	-1.0	12	12	-0.1	-0.7	-0.79	-1
CCOC(=O)CSc1nc2ccc(N3CCOCC3)cc2c(=O)n1Cc1ccc2c(c1)OCO2	17	.	2.1	0	12	0.1	.	7*	.
O=c1cc(N2CCOCC2)[nH]c(=O)n1C1CCCCC1	-3	2	-1.3	9	1	0.1	-0.1	-1.6	-30
CCCNC(=O)CSc1nnc(-c2ccco2)n1C	4	2	-1.5	11	-3	0.1	-0.4	-0.56	1
CC1(C)CNC(=O)C=C(c2ccccc2)C1	-1	-4	-2.1	16	6	-0.7	-0.5	0.59	-3
O=C(NCC1CCCO1)C1CCCN1C(=O)NC1CCCCC1 (stereo not drawn)	-7	8	-2.7	9	0	-0.1	0.1	-0.0055	-13
CN(CCC#N)C(=O)COC(=O)c1ccc(Cl)c(S(N)(=O)=O)c1	2	1	-0.5	8	8	0.0	0.0	0.79	-7
Cc1cc(C)c(C)c(S(=O)(=O)NCc2ccco2)c1C	0	-6	-0.4	0	-4	0.0	0.5	-2.2	.
Cc1ccc(NC(=O)c2cnc3scc(C)n3c2=O)c(C)c1	-6	-3	-1.9	2	-4	0.6	-0.2	0.038	-20
CSc1ncc(Cl)c(C(=O)Nc2ccc(S(=O)(=O)N3CCOCC3)cc2)n1	-7	2	0.7	21	-2	-0.7	-0.5	.	7
CC(C)COCC1CC2(CC(C)C(=O)CC2=O)C(=O)O1 (stereo not drawn)	-2	-4	-1.2	8	-1	-1.1	1.3	0.5	-9
COC(=O)c1c(NC(=O)CN2CCN(Cc3ccc4c(c3)OCO4)CC2)sc(C)c1C	11	12	0.1	14	-7	-0.5	-0.2	0.34	-19
COc1ccc(S(=O)(=O)N(CCc2ccccc2)CC(=O)NCCCO)cc1	14	-2	-4.6	5	4	-1.3	-0.6	0.09	10
O=c1c2ccccc2[nH]c(=S)n1Cc1cccnc1	-4	3	-1.7	18	-7	0.7	-1.6	1.9	-33
O=C(COc1ncnc2ccccc12)NC1CCS(=O)(=O)C1 (stereo not drawn)	-1	3	0.4	11	-4	0.3	-0.4	0.29	-9
COc1cccc(-n2c(SC)nnc2-c2cnccn2)c1	5	3	-1.6	3	-5	-0.2	-0.1	14*	-19
O=C1CC(C(=O)Nc2ccc(Br)cc2)C2(CCCC2)O1 (stereo not drawn)	-5	-8	-4.8	8	2	-0.1	-0.3	-0.26	-8
CCOC(=O)c1cnc(-n2nc(C)cc2C)nc1NCc1ccc2c(c1)OCO2	8	2	0.3	15	43*	0.4	-1.3	0.59	-26
O=C(NCc1ccco1)C1CC(=O)N(c2ccc(O)cc2)C1 (stereo not drawn)	6	-1	-0.2	-1	2	-0.5	-1.3	0.51	-11
COC(=O)c1ccccc1NC(=O)COC(=O)c1cccnc1	-1	6	-0.6	14	-2	-1.8	-0.2	-0.61	1
COc1ccc2c(c1OC)C(=O)N1c3ccccc3C(=O)N(c3ccccc3F)C21 (stereo not drawn)	19	.	3.7	.	.	-0.3	-8.2	-2.7	-22
CCC(Sc1nc(=O)cc(N)n1CCc1ccccc1)C(=O)Nc1ccccc1C#N (stereo not drawn)	-15	-1	-1.6	2	4	0.2	-1.6	5.2*	-2
Cc1nc(C)c(-c2ccccc2)c(=O)[nH]1	-4	2	-4.1	11	-12	2.1	-1.6	1.1	-4
COc1ccc(C)cc1NC(=O)C1CCCN(S(=O)(=O)c2cnc[nH]2)C1 (stereo not drawn)	-12	-4	-1.4	9	6	0.7	0.6	0.091	-3
CCCSc1nnc(-c2ccccc2NC(=O)CC)c(=O)[nH]1	-5	4	-1.4	16	-10	-0.7	0.2	0.36	-16
Carrying on.
SMILES	5HT1E antag	Jurkat tox 60K	HTR1A agonist	HEK293 NFkB inh	5HT1a antag	5HT1E ag	S1P3 ag	D1 allo mod	S1P1 ag-PAM
CC1CCCN(C(C(=O)Nc2ccc3c(c2)OCO3)c2ccccc2)C1 (stereo not drawn)	13	6	-2.1	19	49*	0.7	-0.4	-0.85	34
CC(=O)NC(CCS(C)(=O)=O)C(=O)Nc1nccs1 (stereo not drawn)	-4	-1	-2.6	-18	-5	-0.1	-0.2	0.11	-28
CCNC(=O)Cc1ccc(NS(=O)(=O)c2ccc(F)cc2)cc1	1	.	0.6	18	7	-1.5	.	-0.048	.
CC(C(=O)Nc1ccc(C(=O)O)cc1)N1C(=O)c2ccccc2C1=O (stereo not drawn)	1	4	-2.4	-5	0	-0.3	-0.5	-0.28	-3
CCCCNC(=O)CSc1nnc(-c2ccco2)n1C	0	-7	0.7	15	-10	-0.5	1.0	1.1	-9
Cc1ccc(C2CC(=O)Nc3cc4c(cc32)OCCO4)s1 (stereo not drawn)	4	13	-2.8	-1	9	0.9	-1.5	2.4	3
O=C(Nc1ccc(N2CCN(C(=O)c3ccco3)CC2)cc1)c1ccccc1F	11	-6	4.0	13	-13	1.7	-0.2	.	8

Molecules listed so far containing fluorine, in the order listed:
SMILES	5HT1E antag	Jurkat tox 60K	HTR1A agonist	HEK293 NFkB inh	5HT1a antag	5HT1E ag	S1P3 ag	D1 allo mod	S1P1 ag-PAM
COc1ccc(OC)c(C2C(C(C)=O)=C(O)C(=O)N2c2ccc(F)cc2)c1 (stereo not drawn)	16	-2	-0.5	-6	-17	0.6	-1.3	-1.7	14
COc1ccc2c(c1OC)C(=O)N1c3ccccc3C(=O)N(c3ccccc3F)C21 (stereo not drawn)	19	.	3.7	.	.	-0.3	-8.2	-2.7	-22
CCNC(=O)Cc1ccc(NS(=O)(=O)c2ccc(F)cc2)cc1	1	.	0.6	18	7	-1.5	.	-0.048	.
O=C(Nc1ccc(N2CCN(C(=O)c3ccco3)CC2)cc1)c1ccccc1F	11	-6	4.0	13	-13	1.7	-0.2	.	8
